High-throughput results (PubChem)
Rac1 act GTP bind: GTP binding modulators of activated mutant Rac1, primary screen, biochemical, bead-based flow cytometry, multiplex, fluorescent GTP. Ras-related C3 botulinum toxin substrate 1 (Homo sapiens), P63000. AID 764, 2007. GST-Rac1 activated beads; actives lie on both sides; 100% means binding = to untreated wells. percent activity (GTP binding), % at 10 µM. 190,000 tested, 0.11% active;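 active = GTP binding at least 20 percentage points away from the 100% baseline, in either direction, so actives lie on both sides; inconclusive = Compound likely fluorescent itself, or too few beads counted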
Mcl1 Bid PPI: Mcl-1/Bid binding inhibitors, primary screen, biochemical, TR-FRET, 1536-well. Induced myeloid leukemia cell differentiation protein Mcl-1 (Homo sapiens), Q07820. TR-FRET Mcl-1/Bid-Dy647 peptide binding. inhibition, % at 21.7 µM. 220,000 tested, 0.97% active. AID 1021, 2008;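 active = compounds that cut the binding signal by more than half at the single screening dose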;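 also: His-tagged Mcl-1 with europium anti-His antibody binding Bid BH3 peptide; 0% = Mcl-1 plus peptide wells and 100% = peptide-only wells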
Target sequence (Q07820 whole entry, looked up): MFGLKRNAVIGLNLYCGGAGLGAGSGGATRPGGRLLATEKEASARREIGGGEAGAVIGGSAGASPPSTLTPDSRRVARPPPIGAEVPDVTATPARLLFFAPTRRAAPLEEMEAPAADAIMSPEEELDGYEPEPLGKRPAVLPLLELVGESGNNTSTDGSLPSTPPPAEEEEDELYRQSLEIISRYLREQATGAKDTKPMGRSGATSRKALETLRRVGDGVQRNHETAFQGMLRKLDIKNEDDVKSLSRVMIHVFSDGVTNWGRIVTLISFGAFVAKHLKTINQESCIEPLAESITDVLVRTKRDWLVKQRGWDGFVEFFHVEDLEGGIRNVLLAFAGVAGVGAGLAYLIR
Avidin fluor: green autofluorescence of compounds with avidin beads – biophysical, 488/530 nm, flow cytometry, artefact control, profiling panel; compound fluorescence 488/530 nm; stronger effect = higher value; fluorescence (KMESF) at 10 µM; 220,000 tested, 0.38% active; in the data active = fluorescence above about 47; also: inactives centre near 10
Rab2 wt GTP: modulators of GTP binding to Rab2A wildtype, primary screen, biochemical, dog, bead-based flow cytometry, multiplex | 190,000 tested, 0.19% active | GST-Rab2 wt beads, Bodipy-GTP binding | Ras-related protein Rab-2A (Canis lupus familiaris), P61105 | AID 760, 2007 | GTP binding activity, % at 10 µM;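 active = GTP binding activity at least 20 points away from 100%, either lowered or raised; inconclusive = signal likely due to the compound's own green fluorescence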;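 also: 0% = beads with excess unlabeled GTP and 100% = no-compound control corrected for plate trend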
Cdc42 wt: modulators of GTP binding to wildtype Cdc42, primary screen, biochemical, multiplex bead flow cytometry, Bodipy-GTP | Cell division control protein 42 homolog (Homo sapiens), P60953 | GST-Cdc42 beads; actives lie on both sides | percent activity (GTP binding), % at 10 µM | 190,000 tested, 0.2% active;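 active = percent activity GTP binding at least 20 points away from the 100% baseline, either down as inhibitor or up as activator; inconclusive = compound flagged as likely green fluorescent from well-wide comparison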;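 also: median bead fluorescence of bound Bodipy-FL-GTP at 100 nM; 0% = excess unlabeled GTP control and 100% = no compound control; below 100% means less GTP binding so inhibitor and above means activator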
Target sequence (P60953 whole entry, looked up): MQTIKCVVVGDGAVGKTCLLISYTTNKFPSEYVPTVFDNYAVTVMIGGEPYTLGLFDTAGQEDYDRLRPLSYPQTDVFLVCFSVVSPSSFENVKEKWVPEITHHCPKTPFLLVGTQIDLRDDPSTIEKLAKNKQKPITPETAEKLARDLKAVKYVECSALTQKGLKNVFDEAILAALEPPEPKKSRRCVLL
Mcl1 Noxa PPI: Mcl-1/Noxa binding inhibitors, primary screen, biochemical, TR-FRET, 1536-well. Induced myeloid leukemia cell differentiation protein Mcl-1 (Homo sapiens), Q07820. TR-FRET Mcl-1/Noxa peptide binding, 2 h. inhibition, % at 21.7 µM. 220,000 tested, 1.5% active;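 active = compounds that cut the protein-peptide binding signal by more than 50% relative to plate controls in a single-dose test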;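 also: His-tagged Mcl-1 with rhodamine Noxa BH3 peptide and terbium anti-His antibody; 0% = Mcl-1 plus Noxa peptide wells and 100% = peptide-only wells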
GSH bead fluor: compound fluorescence on glutathione beads, profiling panel, artefact control, biophysical, 488/530 nm, flow cytometry. GSH beads flow cytometry, compound fluorescence 488/530 nm; stronger effect = higher value. fluorescence (KMESF) at 10 µM. 190,000 tested, 0.25% active; in the data active = fluorescence above about 89;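 also: glutathione beads carrying GST-tagged Bcl family fusion proteins plus one bare bead set; values are compound well signal with DMSO vehicle wells as background; inactives centre near 16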
Rab7 wt GTP bind: modulators of GTP binding to Rab7, primary screen, biochemical, wildtype, multiplex bead flow cytometry; GST-Rab7 beads, fluorescent GTP binding; actives lie on both sides; untreated = 100%, excess cold GTP = 0%; Rab7 GTPase wild type (dog), Bodipy-FL-GTP binding; GTP binding activity (percent of control), % at 10 µM; 190,000 tested, 0.055% active;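 active = fluorescent GTP binding to Rab7 beads changed by at least 20 points from the 100% baseline, either direction, mostly lower; inconclusive = compound itself probably fluorescent, or too few beads counted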;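 also: median green fluorescence of bound Bodipy-FL-GTP per Rab7 bead population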
Rac1 wt GTP bind: wildtype Rac1 GTP binding modulators, primary screen, biochemical, GST-Rac1 beads, flow cytometry, multiplex; Ras-related C3 botulinum toxin substrate 1 (Homo sapiens), P63000; fluorescent GTP binding; actives lie on both sides; 0 = cold GTP competed, 100 = untreated; GTP binding activity (% of control), % at 10 µM; 190,000 tested, 0.27% active;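 active = GTP binding activity at least 20 points away from the 100% control level, either lower or higher; inconclusive = compound flagged as likely green fluorescent, judged across all proteins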
HRas wt GTP bind: modulators of GTP binding to HRas wildtype, primary screen, biochemical, bead-based flow cytometry, multiplex. 190,000 tested, 0.14% active. AID 759, 2007. GST-Ras wt beads, Bodipy-FL-GTP binding; actives lie on both sides. GTP binding activity, % at 10 µM;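 active = GTP binding activity at least 20% away from the 100% baseline, either lowered as inhibitor or raised as activator; inconclusive = flagged as likely green fluorescent, judged across all proteins in the well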;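 also: 0% = unlabeled GTP competition control and 100% = no-compound control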
Target sequence (P01112 whole entry, looked up): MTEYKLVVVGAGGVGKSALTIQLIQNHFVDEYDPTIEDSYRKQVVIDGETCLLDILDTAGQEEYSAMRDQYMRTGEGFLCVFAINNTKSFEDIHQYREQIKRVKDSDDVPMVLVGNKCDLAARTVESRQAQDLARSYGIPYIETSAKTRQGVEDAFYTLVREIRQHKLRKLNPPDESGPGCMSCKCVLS
Pf gamet viab: late stage P. falciparum gametocyte viability inhibitors, primary screen, ATP luminescence, HTS; P. falciparum stage V gametocytes, 24 h; inhibition, % at 10.9 µM; 150,000 tested, 0.065% active; AID 743093, 2013;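 active = inhibition above the mean plus 3 SD of compounds within the control limits, set per campaign, cut at about 38% in these data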;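 also: 0% = DMSO wells and 100% = medium only without gametocytes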
* = called active by the depositor; ? = inconclusive; . = no result given.

SMILES	Rac1 act GTP bind	Mcl1 Bid PPI	Avidin fluor	Rab2 wt GTP	Cdc42 wt	Mcl1 Noxa PPI	GSH bead fluor	Rab7 wt GTP bind	Rac1 wt GTP bind	HRas wt GTP bind	Pf gamet viab
CCOc1cccc(C2C(C(=O)c3ccc(C)o3)=C(O)C(=O)N2Cc2ccncc2)c1 (centres undefined)	98	-8	17	98	100	20	26	98	98	99	-2
CCc1ccc(CNC(=O)C2CCC(=O)N2C2CCCCC2)cc1 (centres undefined)	102	-2	7	101	103	18	3	99	106	103	.
CCOC(=O)c1cc2occc2n1CC(=O)N1CCOCC1	105	-56	3	103	108	3	7	105	110	106	.
CC1(C)CC(=O)C2=C(C1)N=C1c3ccccc3C(=O)C1C2c1ccc(Cl)cc1 (centres undefined)	98	-11	11	96	96	.	34	100	102	98	8
CCN(CC)C(=O)COc1ccc(CC(=O)O)cc1OC	96	1	13	96	95	3	37	94	96	98	.
Cc1ccc(/C(N)=N/OC(=O)CSc2ccccc2)cc1	90	-17	9	96	93	2	13	103	94	96	.
CCN(CC)C(=O)Oc1cc(=O)n2c3c(cccc13)CCC2	99	-22	5	93	98	2	7	97	104	97	-9
O=C(Nc1cccc(S(=O)(=O)N2CCCCC2)c1)c1ccccn1	96	-21	5	101	94	7	9	106	95	99	-5
Cc1onc(-c2ccccc2Cl)c1C(=O)Nc1sc2c(c1C(N)=O)CCC(C)C2 (centres undefined)	97	-11	27	101	101	11	13	99	105	100	-9
Cn1c(=O)[nH]c(=O)c2c1nc1n2CCCS1	101	-24	19	101	105	6	12	99	107	102	2
O=C(COC(=O)CCOc1ccccc1)NCCC1=CCCCC1	97	-16	13	96	99	7	8	98	99	98	-16
O=C(CSc1nc2ccccc2s1)N1CCN(C(=O)c2ccco2)CC1	101	4	9	98	101	46	32	98	110	100	.
Cc1ccc(C(=O)Nc2ccc3c(c2)OCO3)cc1S(=O)(=O)N1CCCC1	?	-16	9	?	?	-5	60	?	?	?	.
Cc1cc(NC(=O)CSc2nnc(-c3ccc(Cl)s3)o2)no1	102	-18	35	99	105	-19	21	96	110	102	0
Cc1cc(C(=O)OCC(=O)Nc2cccc(S(=O)(=O)N3CCOCC3)c2)c(C)o1	98	-46	6	99	100	14	13	100	99	100	.
CN(C)/C=c1\sc2c(C#N)cc(C(=O)c3ccc(Br)cc3)n2c1=O	97	-23	1	99	98	10	37	97	100	98	.
Cn1c(CNc2nc(-c3ccccc3)cs2)nnc1SCC(=O)OC1CCCCC1	98	-18	22	101	103	12	13	103	101	102	22
Cc1ccc(Cn2c(Cc3ccccc3)nc3ccccc32)cc1	99	28	14	100	100	2	23	99	99	101	-3
CCOC(=O)CSc1nc(-c2ccccc2)nc2ccccc12	97	-18	7	99	101	-4	14	98	99	100	4
CCOC(=O)C1=C(C)Nc2nc(C)nn2C1c1cc(OC)ccc1OC (centres undefined)	97	-4	8	100	102	-3	16	100	108	101	.
CCn1c(SCC(=O)c2ccc3ccccc3c2)nnc1-c1cccs1	90	-11	33	90	93	5	12	95	91	94	8
COc1cccc(C(=O)c2c[nH]c(C(=O)NCc3cccs3)c2)c1	103	-37	11	105	107	-11	16	100	103	105	5
CC1C2CC(C(CN(C)C)/C2=N/O)C1(C)C (centres undefined)	99	-30	8	97	103	-10	6	96	100	100	.
N/C(=N\OS(=O)(=O)c1ccccc1)c1ccccn1	102	40	14	102	103	25	11	100	107	104	-8
Cc1ccc(-c2cc(-c3ccccc3Cl)[nH]n2)c(O)c1	92	5	12	95	95	.	39	93	92	93	.
O=C(CN1C(=O)S/C(=C\c2ccc(F)cc2)C1=O)Nc1cccc(S(=O)(=O)NCc2ccco2)c1	92	-3	8	95	92	6	9	97	95	96	.
CC(C)C(=O)Nc1ccc(C(=O)NCc2cccnc2)cc1	98	23	38	101	104	18	29	102	112	99	.
O=C(CSc1nc(-c2cccs2)cc(C(F)(F)F)n1)NCCCN1CCOCC1	94	-14	21	97	89	16	10	104	96	95	.
Cc1ccc(Oc2nc3c(c(=O)n(Cc4ccccc4F)c(=O)n3C)n2C)cc1	98	7	6	100	99	-13	42	100	101	100	13
Cc1ccc(OCCCC(=O)Nc2nnc(C3CCCO3)s2)c(C)c1 (centres undefined)	95	-31	10	97	97	-10	10	96	99	96	0
CCn1c(SCC(=O)Nc2nnc(C)s2)nnc1-c1ccncc1	100	-10	.	98	99	9	16	98	104	99	7
Cc1ccc(S(=O)(=O)N2CCN(S(C)(=O)=O)C2)cc1	98	-11	19	106	104	16	4	107	102	105	1
S=C1COC(c2ccccc2)N1c1ccccc1 (centres undefined)	100	-2	5	99	102	-8	142*	102	103	101	4
N#CC1=C2SCN(Cc3ccco3)CN2C(=O)CC1c1ccc(Cl)cc1 (centres undefined)	99	-56	6	101	103	4	21	101	100	102	-36
Cc1ccc(/C=C/C(=O)c2nc3ccccc3[nH]2)cc1	96	-9	11	96	95	12	11	99	99	98	-2
O=C(COc1ccc2ccccc2c1)NC1=NCCS1	98	-2	8	100	102	8	43	101	104	101	.
CCC(c1nc2ccccc2c(=O)n1-c1nc2ccccc2s1)N1C(=O)c2ccccc2C1=O (centres undefined)	99	-3	11	99	98	-22	23	104	105	101	-7
CCOc1ccccc1C1C(C(N)=O)=C(C)Nc2nc(-c3ccc(OC)cc3)nn21 (centres undefined)	98	-6	26	97	97	12	25	96	100	97	.
Cc1ccc(CN2CCN(/N=C/c3ccc(C(=O)O)cc3)CC2)cc1	103	-62	14	104	105	7	9	101	107	104	4
COc1ccc(-c2cn(-c3ccc(C)cc3C)c(=O)[nH]2)cc1OC	95	-38	24	93	93	11	10	104	98	96	.
O=C(O)c1ccc(C(=O)Nc2cccc(NC(=O)C3CCCO3)c2)cc1 (centres undefined)	99	-13	6	100	103	-1	15	99	101	102	.
CC(C)(C)NC(=O)NC(=O)COc1ccccc1C#N	93	-37	17	97	96	-1	24	96	93	96	.
O=C(OCc1ccc(C(=O)c2ccccc2)cc1)c1cccc(-c2nnc(-c3ccccc3)o2)c1	93	-10	33	92	93	-5	9	93	94	93	.
O=C(CSc1nc2ccccc2c(=O)[nH]1)N1CCOCC1	102	12	5	102	100	15	43	104	104	103	.
COc1ccc(-c2nc(-c3ccccn3)no2)cc1	96	-18	13	101	98	4	11	108	102	101	23
CC(C)C1NC(=S)N(C2CCCCC2)C1=O (centres undefined)	99	-10	4	96	99	13	12	98	104	99	19
CCN1CCN(C(=S)c2ccc(OCC(=O)N3CCOCC3)cc2)CC1	100	-21	-2	101	104	0	20	103	101	103	-14
COc1ccc(CCNC(=O)CN(C2CCCCC2)S(C)(=O)=O)cc1OC	98	1	3	97	98	26	7	99	103	96	.
CCC(=O)Nc1ccccc1C(=O)OC(c1ccccc1)c1ccccc1	98	-46	9	94	95	-12	4	95	100	97	19
O=C(O)CCCCCn1c(SCc2cc(=O)n3ccccc3n2)nc2ccsc2c1=O	97	-12	4	99	103	0	19	103	105	100	0
CCCC(=O)c1cc(F)c(N2CCN(S(=O)(=O)c3ccccc3)CC2)cc1C	99	-17	12	103	104	-1	36	101	106	103	.
O=C(O)C1CCCCC1C(=O)NCCC(c1ccccc1)c1ccccc1 (centres undefined)	94	-9	6	96	94	-17	10	94	95	94	-3
Cc1cc2c(cc1C)CSC(c1c(O)ccc3ccccc13)SC2	106	-13	9	100	105	7	5	102	108	103	.
Cc1ccc(-c2nc3ccccc3s2)cc1S(=O)(=O)N1CCOCC1	96	-19	14	99	101	-22	53	100	107	101	21
N#CC1=C(N)C(C#N)(C#N)C2(CCC3(CC2)OCCO3)C2CC3(CC=C12)OCCO3 (centres undefined)	101	-81	14	107	105	4	13	107	104	106	.
COc1cc(OC)cc(-n2nnnc2SCC(=O)NCCc2ccc(OC)c(OC)c2)c1	95	-14	22	99	97	17	11	104	98	99	21
Cc1ccc(C(=O)c2ccc(C)cc2)cc1	98	-25	13	101	95	12	11	101	99	101	-17
C=C(C)C1CC=C(C)/C(=N/NC(=O)COc2cccc3ccccc23)C1 (centres undefined)	100	-5	4	101	102	-4	15	97	109	100	18
CN(c1ccc(S(=O)(=O)N2CCOCC2)cn1)C1CCCCC1	99	4	17	102	100	-3	37	102	106	100	-11
COc1ccc(-c2c(C)nn3c(N4CCC5(CC4)OCCO5)cc(C)nc23)cc1OC	97	-12	4	98	96	21	38	100	96	98	.
Further structures:
SMILES	Rac1 act GTP bind	Mcl1 Bid PPI	Avidin fluor	Rab2 wt GTP	Cdc42 wt	Mcl1 Noxa PPI	GSH bead fluor	Rab7 wt GTP bind	Rac1 wt GTP bind	HRas wt GTP bind	Pf gamet viab
COC(=O)C1=C(C)Nc2[nH]c(=S)[nH]c(=O)c2C1c1ccc(OC)cc1 (centres undefined)	94	-110	10	96	94	43	19	99	96	96	19
COc1ccc(-c2ccnc(SCC(=O)c3ccc(OC)c(OC)c3)n2)cc1	99	8	15	98	99	12	15	103	103	99	.
COCCNS(=O)(=O)c1cc(F)ccc1OC	91	-10	8	92	95	-4	57	96	91	94	.
O=C(COc1ncnc2ccccc12)NCCc1ccc(F)cc1	95	-12	12	101	96	4	18	109	97	99	-32
CCc1cccc(NC(=O)Nc2ccc3c(c2)OCO3)c1	98	-64	7	100	96	18	13	109	101	100	-3
COc1ccc(NC(C)=O)cc1NC(C)C(=O)Nc1cc(C(F)(F)F)ccc1N1CCOCC1 (centres undefined)	101	-56	8	100	101	29	20	99	103	101	-16
